FAK inh: FAK (human) kinase inhibition | AID 727 | 97,000 tested, 0.84% active | biochemical FAK kinase activity assay | inhibition, %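 (tested at 7 µM)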; in the data active means inhibition above about 19%;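 further: 0% = DMSO and 100% = reference compound high control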
Pyk2 oligo antag: antagonists of human Pyk2 oligomerization; AID 1347419; Q14289; Q293 cells, Pyk2 FERM NanoBiT luminescence; stronger effect = lower value; 99,000 tested, 0.83% active; z-score (the deposit names both 25 µM and 10 µM);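 active means Z-score of -3 or lower, scaled per plate to the spread of control and sample wells; inactive means z-score above -3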;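 further: negative z-score means lost luminescence so less FERM oligomerization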
Target sequence (Q14289 whole entry, looked up): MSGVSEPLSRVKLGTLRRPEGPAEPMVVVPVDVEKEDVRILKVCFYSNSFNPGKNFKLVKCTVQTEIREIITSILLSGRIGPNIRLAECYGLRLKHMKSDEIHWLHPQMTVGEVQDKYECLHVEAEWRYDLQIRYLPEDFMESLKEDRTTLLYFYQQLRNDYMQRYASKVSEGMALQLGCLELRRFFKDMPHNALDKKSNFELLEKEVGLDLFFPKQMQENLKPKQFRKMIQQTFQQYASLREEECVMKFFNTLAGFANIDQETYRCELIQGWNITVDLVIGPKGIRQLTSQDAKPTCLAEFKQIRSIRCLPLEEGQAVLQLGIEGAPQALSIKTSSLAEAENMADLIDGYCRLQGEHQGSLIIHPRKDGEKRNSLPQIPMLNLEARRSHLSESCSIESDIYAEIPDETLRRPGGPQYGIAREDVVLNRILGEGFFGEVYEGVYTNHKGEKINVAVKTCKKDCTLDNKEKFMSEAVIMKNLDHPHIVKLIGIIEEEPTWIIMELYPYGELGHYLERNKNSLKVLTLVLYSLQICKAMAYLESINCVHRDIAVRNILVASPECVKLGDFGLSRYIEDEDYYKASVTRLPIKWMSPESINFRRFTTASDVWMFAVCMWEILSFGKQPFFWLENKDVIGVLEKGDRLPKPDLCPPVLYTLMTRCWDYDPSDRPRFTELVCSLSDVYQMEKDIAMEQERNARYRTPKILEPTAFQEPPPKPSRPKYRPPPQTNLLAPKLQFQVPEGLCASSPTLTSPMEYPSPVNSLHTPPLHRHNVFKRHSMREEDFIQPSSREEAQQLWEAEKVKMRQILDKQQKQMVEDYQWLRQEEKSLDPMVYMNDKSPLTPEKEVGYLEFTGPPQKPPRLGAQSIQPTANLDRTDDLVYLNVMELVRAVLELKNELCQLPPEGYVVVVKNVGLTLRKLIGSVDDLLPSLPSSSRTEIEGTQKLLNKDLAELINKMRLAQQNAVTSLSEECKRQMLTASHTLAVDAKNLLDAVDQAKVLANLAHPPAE
TNFa cytotox: HUVEC cytotoxicity counter-screen, TNF alpha stimulated | HUVEC TNFalpha-stimulated, Hoechst cell count, imaging | cell count reduction, % at 2 µM | 93,000 tested, 0.17% active | AID 848;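 active means cell count reduction exceeding the screen mean by over 5 SD, scaled to untreated wells per plate, cut at about 78% in these data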;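 further: cells counted after 24 h of TNF alpha exposure following the 1 h pretreatment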
cytoskel mod: cytoskeleton assembly modification | HUVEC TNFa F-actin phalloidin imaging, high content | inhibition, % at 2 µM | 91,000 tested, 0.18% active | AID 836;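 active means inhibition above the batch mean plus 3 SD and confirmed as a hit by visual image inspection, cut at about 30% in these data, passing the limit was not always enough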; further: strong numbers were not always called active
VCAM1 TNFa inh: reduces TNF alpha induced VCAM1 expression in HUVEC. HUVEC TNFa-induced VCAM-1 immunofluorescence, high-content imaging. inhibition, % at 2 µM. 95,000 tested, 0.48% active;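 active means inhibition above the batch mean plus 3 SD, with images confirmed as a hit by eye, cut at about 37% in these data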;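 further: 0% = TNF-stimulated DMSO wells and 100% = unstimulated control wells; not every result past the cut was called active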
ERa SRC1 inh: blocks coactivator binding to human estrogen receptor alpha; inhibition, % at 25.6 µM; TR-FRET ER-alpha LBD / SRC-1 peptide, estradiol-bound; P03372; 86,000 tested, 1.7% active; in the data active means inhibition above about 50%;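 further: 0% = receptor plus peptide control and 100% = peptide only without receptor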
PTPN22 inh 2: inhibitors of human LYP (PTPN22) phosphatase. Q9Y2R2. recombinant LYP catalytic domain, DiFMUP fluorescence. inhibition, % at 2 µM. 96,000 tested, 0.21% active. AID 640;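 active means inhibition at 2 µM at or above a set limit, the screen mean plus 3 SD, cut at about 24% in these data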;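 further: 0% = DMSO with enzyme and 100% = enzyme fully blocked by orthovanadate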
PTPN22 act: increases human PTPN22 phosphatase activity; Q9Y2R2; recombinant LYP, DiFMUP fluorescence; 0 = plate median, 100 = signal doubled; activation, % at 2 µM; 96,000 tested, 0.11% active; AID 697;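 active means activation at 2 µM above a set limit, the mean plus 5 SD, cut at about 37% in these data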
IL1B cytotox: HUVEC cytotoxicity counter-screen, IL-1B stimulated. 94,000 tested, 0.41% active. HUVEC cell count loss, Hoechst imaging. cell count reduction, % at 2 µM;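 active means cell count reduction more than 3 SD above the screen-wide mean, cut at about 70% in these data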;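 further: normalized per plate to untreated control cells as the no-loss baseline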
* marks the source's active call; other numbers are inactive results; · = no result given; [ ] = remark or other dose.

Screens in order – FAK inh, Pyk2 oligo antag, TNFa cytotox, cytoskel mod, VCAM1 TNFa inh, ERa SRC1 inh, PTPN22 inh 2, PTPN22 act, IL1B cytotox
> CC1Cn2c(nnc2-c2ccccc2O)S1 (configuration not stated)
  0, ·, -22, -8, 14, 10, -1, -1, 3
> CCOC(=O)Cn1c(=N)n(Cc2ccccc2)c2ccccc21
  -2, 0.36, -8, -13, 12, ·, -2, 0, -12
> COCCNC(=O)C(C)N1c2cccc3cccc(c23)S1(=O)=O (configuration not stated)
  -1, -0.67, -49, 8, 16, 23, -3, 3, -42
> COc1ccccc1C1/C(=C(/O)c2ccc(C)cc2)C(=O)C(=O)N1CC(C)O (configuration not stated)
  1, -0.17, 10, 15, -2, -6, -6, 9, 7
> O=C1CC(N2CCN(C/C=C/c3ccccc3)CC2)C(=O)N1Cc1cccs1 (configuration not stated)
  -2, 1.7, 1, 2, 8, -6, 14, -14, -52
> O=C(OCC(=O)c1c[nH]c2ccccc12)c1ccco1
  -1, 0.17, -34, -6, -2, -2, 0, -2, -26
> O=C1c2ccccc2C(=O)c2c1cccc2N1CCN(Cc2ccccc2)CC1
  4, -0.69, -5, -2, -9, ·, 12, -9, -82
> CCOC(=O)N1CCN(S(=O)(=O)/C=C/c2ccccc2)CC1
  1, 2.1, -38, 25, 9, -3, -10, 9, 12
> CN1C(=O)C(O)(CC(=O)c2cccc(-n3cccc3)c2)c2ccccc21 (configuration not stated)
  1, 0.21, -19, -10, 23, -6, 0, 3, 14
> Cn1c(C(=O)N(Cc2ccccc2)Cc2ccccn2)cc2sccc21
  1, -2.2, 0, -19, -20, 5[fluorescence artefact?], 1, -1, 30
> CCCNS(=O)(=O)c1ccc(NC(=O)c2cccnc2)cc1
  -1, 0.62, -13, 10, 7, -1, -2, 0, -2
> CC(C)C(=O)Nc1ccc(NC(=O)c2ccccn2)cn1
  2, 1, -25, -15, 8, -8, -10, 7, -26
> COc1ccc2cc(C(c3nnnn3C3CCCC3)N3CCc4ccccc4C3)c(=O)[nH]c2c1 (configuration not stated)
  5, 0.99, -15, 50, 1, 5, 23, -24, 1
> O=C(Cn1cccc1)NCc1cccs1
  -2, -0.52, 4, -18, 8, -6, -3, 2, 23
> CC1CC(=O)Nc2ccccc2N1S(=O)(=O)c1ccc(Br)cc1 (configuration not stated)
  2, -0.34, -4, 29, -9, ·, 6, -5, -18
> CCOC(=O)C(NC(=O)CC)C(O)c1cccc([N+](=O)[O-])c1 (configuration not stated)
  0, -0.3, -12, 21, 10, ·, 3, -6, -4
> CCOc1ccc(C(C(=O)NC2CCCC2)N(Cc2ccccc2)C(=O)c2nsc(Cl)c2Cl)cc1 (configuration not stated)
  8, -1.5, 8, -37, -17, ·, 8, -3, 2
> Cc1ccc(NC(=O)c2ccc(CSc3nccc(C)n3)cc2)cc1
  -3, -0.19, -6, 2, -5, ·, 2, 3, ·
> C=CCn1c(Cc2cccs2)nnc1SCC(=O)Nc1cccc(OC)c1
  1, -0.04, ·, 7, ·, -12, -15, 14, -4
> Cc1ccc(/C=C/C(=O)c2c(C)cc(C)[nH]c2=O)cc1
  2, -2.4, -3, -9, -3, ·, 4, -2, -1
> OC(CN(c1ccccc1)c1ccccc1)Cn1cnc2ccccc21 (configuration not stated)
  16, -0.66, -10, 26, -12, -3, 0, 1, 5
> O=C(Nc1ccc2nc3n(c(=O)c2c1)CCCCC3)c1ccccc1Cl
  5, ·, 3, -16, 8, 2, 2, -3, -7
> CCn1cc(C(=O)Nc2ccc(-n3cnnn3)c(OC)c2)c(=O)c2ccc(C)nc21
  -3, ·, -6, -4, 10, -46[fluorescence artefact?], 0, -2, -47
> COC(=O)Nc1sc(C)nc1-c1ccccc1
  -1, 0.28, ·, ·, ·, -3, 5, -4, ·
> O=C(NCc1ccc(Cl)cc1)c1cc2ccccn2n1
  -1, ·, -37, -2, -4, 4[fluorescence artefact?], -4, 1, 8
> COc1cccc(N(C(=O)Cn2nnc(-c3cccs3)n2)C(C(=O)NC(C)C)c2ccc(C)o2)c1 (configuration not stated)
  8, -3.5*, -6, 5, -4, 1, 6, -4, -3
> Cc1cc2nnc(SCc3ccccc3)n2c(N)n1
  2, -0.64, ·, ·, ·, -3, 3, -2, ·
> COc1ccc(NC(=O)C(F)(F)F)cc1OC
  7, 0.62, -20, -5, 7, 4, 0, -3, 7
> Cc1ccc(C(=O)N2CCN(c3ccc(NC(=S)NC(=O)Cc4ccccc4)cc3)CC2)cc1
  -4, 0.6, -5, 4, 10, ·, 0, 2, -28
> COC(=O)C(NC(=O)c1ccccc1)=C1C=C(C)OC(C)=C1
  -4, 2.1, -12, -13, -14, 2, -16, 15, -4
> COc1ccc(CN2CCSCC2)cc1C
  -1, -0.23, -2, -3, -2, -8, -3, 5, 5
> COC(=O)c1ccc(NC(=O)CSCc2ccc(C)cc2)cc1
  -1, 0.33, -6, 2, 16, -8, 9, -7, 8
> C=CCn1c(SCc2c(F)c(F)c(F)c(F)c2F)nc(O)cc1=O
  2, -0.46, -70, 31, -60, 6, -2, 0, -14
> Cc1ccc(C)c(-n2c(CNC(=O)c3ccco3)nnc2SCC(=O)N2CCc3ccccc32)c1
  -2, -0.21, -18, -7, 7, -4, -5, 3, -7
> C(=N\n1cnnc1)/c1ccc(N2CCOCC2)cc1
  -3, -1, -6, -14, -20, 1, 2, -3, -8
> CCOc1ccc(N2C(=O)CC(SCCN)C2=O)cc1 (configuration not stated)
  -3, 0.26, -30, -5, -2, 3, -3, 3, -92
> CC(C)NC(=O)c1ccc(COCC(F)(F)C(F)F)cc1
  1, 0.64, -35, ·, 2, -5, 1, 0, 11
> Cc1ccc(N=C(c2cccs2)N2CCOCC2)cc1
  -3, -0.12, -8, -16, 4, -1[fluorescence artefact?], -8, 6, -1
> O=c1[nH]c2ccsc2c(=O)n1-c1ccc(F)c(Cl)c1
  5, 0.76, 1, -1, 0, 4[fluorescence artefact?], -3, 0, 13
> CC(C)NC(=O)c1cccc(C(F)(F)F)c1
  -2, -0.62, -8, -6, 8, ·, -2, 6, -27

Limited to IL1B cytotox, for three of the compounds above:
Compound,IL1B cytotox
COCCNC(=O)C(C)N1c2cccc3cccc(c23)S1(=O)=O (configuration not stated),-42
COc1ccccc1C1/C(=C(/O)c2ccc(C)cc2)C(=O)C(=O)N1CC(C)O (configuration not stated),7
O=C1CC(N2CCN(C/C=C/c3ccccc3)CC2)C(=O)N1Cc1cccs1 (configuration not stated),-52

Some of these compounds in order of their number in cytoskel mod, low to high.
| structure | FAK inh | Pyk2 oligo antag | cytoskel mod | VCAM1 TNFa inh | ERa SRC1 inh | PTPN22 inh 2 | PTPN22 act |
| --- | --- | --- | --- | --- | --- | --- | --- |
| Cc1ccc(N=C(c2cccs2)N2CCOCC2)cc1 | -3 | -0.12 | -16 | 4 | -1[fluorescence artefact?] | -8 | 6 |
| C(=N\n1cnnc1)/c1ccc(N2CCOCC2)cc1 | -3 | -1 | -14 | -20 | 1 | 2 | -3 |
| OC(CN(c1ccccc1)c1ccccc1)Cn1cnc2ccccc21 (configuration not stated) | 16 | -0.66 | 26 | -12 | -3 | 0 | 1 |

Returning to the listing, starting 3 compounds before the break.
Screens in order – FAK inh, Pyk2 oligo antag, TNFa cytotox, cytoskel mod, VCAM1 TNFa inh, ERa SRC1 inh, PTPN22 inh 2, PTPN22 act, IL1B cytotox
> Cc1ccc(N=C(c2cccs2)N2CCOCC2)cc1
  -3, -0.12, -8, -16, 4, -1[fluorescence artefact?], -8, 6, -1
> O=c1[nH]c2ccsc2c(=O)n1-c1ccc(F)c(Cl)c1
  5, 0.76, 1, -1, 0, 4[fluorescence artefact?], -3, 0, 13
> CC(C)NC(=O)c1cccc(C(F)(F)F)c1
  -2, -0.62, -8, -6, 8, ·, -2, 6, -27
> COCCn1c(SCC(=O)NCc2ccccc2)nnc1-c1ccco1
  -1, -0.05, 2, -13, -2, -8, -8, 4, -16
> Cc1nc2cc3ccccc3cc2c(=O)[nH]1
  -3, 0.6, -11, -3, 19, ·, -9, 11, -13
> Cc1cc(C)nc(N2CCCC(C(=O)NCC(c3ccccc3)c3ccccc3)C2)n1 (configuration not stated)
  3, -0.79, -1, 4, 2, -8, -2, -1, 2
> Cc1ccc(NCN2C(=O)C3C4C=CC(C4)C3C2=O)cc1 (configuration not stated)
  -1, 0.54, -1, -3, 32, -5, -1, -1, 7
> CC(C)(C)c1[nH]nc2c1C(c1ccccc1OC(=O)N1CCOCC1)C(C#N)=C(N)O2 (configuration not stated)
  -2, 1.6, -24, ·, 11, 22, -5, 3, 8
> Cc1cc(C)c(S(=O)(=O)c2ccccc2)c(Cl)n1
  2, 0.15, -12, 2, -3, ·, 1, 2, -45
> COc1ccc2nc(SCc3cnc(C)nc3N)[nH]c2c1
  1, 0.46, 8, 3, 14, 2, 58*, -57, -4
> Cn1c(-c2ccc3c(c2)OCO3)cnc1NCc1cccc(Cl)c1
  1, 0.34, -2, -19, 15, 17, -2, 1, 13
> C/C(=N\NC(=O)c1nn(C)cc1Br)c1cccc(NC(=O)C(C)(C)C)c1
  -1, 0.83, -9, -5, 17, ·, 7, -10, -5
> CCCC(=O)Nc1nc2n(n1)C(c1ccccc1)CC(=O)N2 (configuration not stated)
  8, 0.63, 15, 17, -6, -3, 5, -1, -3
> COc1cc(-n2c(C)nc3cc(C(=O)NCCN4CCOCC4)ccc32)cc(OC)c1OC
  7, ·, -9, -17, 2, ·, -5, 3, -2
> COC(=O)[C@@H](NC(=O)NCc1ccccc1F)C(C)C
  0, 0.09, -22, 5, 7, -4, -2, 5, -9
> O=C(CCCN1C(=O)c2ccccc2C1=O)N1CCC(c2ccccc2)C1 (configuration not stated)
  0, 0.36, 5, -3, 17, -4[fluorescence artefact?], 5, -6, -5
> COc1ccc(CNc2ccc(C)cc2)cc1Br
  1, 0.88, 15, -2, 5, -13, 8, -8, -15
> COCCCNCCOCCOc1ccc(C)cc1[N+](=O)[O-]
  0, 0.82, -23, 1, 29, ·, -6, 6, -77
> CC(=O)N(c1cccc(C)c1)C1SC(=O)N(c2ccccc2)C1=O (configuration not stated)
  -2, -0.46, -30, 19, 6, -12[fluorescence artefact?], 0, -3, -23
> CN(C)/C=N/c1c(C#N)cnn1-c1ncnc2sc(-c3ccccc3)cc12
  2, -2.3, -30, 12, 0, -5[fluorescence artefact?], 1, -3, 12
> CCCOC(=O)CSC1=C(C#N)C(c2ccccc2OC)C(C#N)C(=O)N1 (configuration not stated)
  1, 0.19, 83*, -4, 92*, 9[fluorescence artefact?], -4, 2, -13
> O=C(OCCN1CCCC1=O)c1cncc(Br)c1
  1, -0.36, -21, 10, 3, 2, 4, -3, -4
> CCOc1ccc(Br)cc1/C=N/NC(=O)c1ccncc1
  2, 0.01, -3, -5, 1, ·, -2, 6, -26
> Cc1cc(C)n(CC(=O)N/N=C/c2ccco2)n1
  0, 0.54, 18, -18, 0, -9, -15, 18, 14
> Cc1nnc(SCc2ccc(C(=O)O)cc2)s1
  -1, 0.43, -5, ·, 12, -2, 5, -3, -5
> O=c1c(Cl)c(NCCCO)cnn1-c1nc2ccccc2[nH]1
  -4, 2.5, 8, -22, 18, 1, -5, 1, -10

From PubChem BioAssay
